Assay outcomes as filed in PubChem.
HEK293 viab: reduces viability of HEK-293 SNCA reporter cells | AID 1671193 | Potency, µM (highest dose often 57.1 µM), without a hit: at the top dose activity change, negative = cytotoxicity, usual class: cytotoxic | 150,000 compounds, 0.12% hits | HEK-293-SNCA-luc viability, GF-AFC fluorescence, 24 h;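 also: potency is read from the fitted curve at half-maximal effect; 0% = DMSO-treated cells and -100% = medium-only wells without cells; nearly all actives have a fitted effect of over 30% in size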
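HEK-293-SNCA-luc cells (1500/well) plated 24 h, then exposed 24 h to a dilution series; GF-AFC added 30 min at 37C, fluorescence 405/540 nm; normalised to medium-only and DMSO wells, Hill fit.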
NIH3T3 tox: cytotoxic compounds in NIH 3T3 cells; NIH 3T3 viability, CellTiter-Glo ATP luminescence, 48-72 h; Potency, µM (top dose mostly 96.7 µM), without a hit: at the top dose activity change, negative = cytotoxicity, most hits filed as inhibitors; 94,000 compounds, 4.3% hits; also: potency is read from the fitted curve at half-maximal effect; nearly all actives have a fitted effect of over 55% in size
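Cytotoxicity was measured by CellTiter-Glo ATP luminescence after 48 or 72 h compound exposure at 37 °C. Mouse NIH 3T3 fibroblasts were seeded at 400 cells/well and dosed by 23 nL pin transfer.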
Luciferase inh: inhibitors of firefly (Photinus pyralis) luciferase. P08659. purified P. pyralis luciferase, luminescence, biochemical. Potency, µM (doses to about 115 µM), for the others: at the top dose activity change, negative = inhibition, hits mostly inhibitors. 76,000 compounds, 2.5% hits; also: potency is read from the fitted curve at half-maximal effect; nearly all actives have a fitted effect of over 65% in size
Target sequence (P08659 whole entry, looked up): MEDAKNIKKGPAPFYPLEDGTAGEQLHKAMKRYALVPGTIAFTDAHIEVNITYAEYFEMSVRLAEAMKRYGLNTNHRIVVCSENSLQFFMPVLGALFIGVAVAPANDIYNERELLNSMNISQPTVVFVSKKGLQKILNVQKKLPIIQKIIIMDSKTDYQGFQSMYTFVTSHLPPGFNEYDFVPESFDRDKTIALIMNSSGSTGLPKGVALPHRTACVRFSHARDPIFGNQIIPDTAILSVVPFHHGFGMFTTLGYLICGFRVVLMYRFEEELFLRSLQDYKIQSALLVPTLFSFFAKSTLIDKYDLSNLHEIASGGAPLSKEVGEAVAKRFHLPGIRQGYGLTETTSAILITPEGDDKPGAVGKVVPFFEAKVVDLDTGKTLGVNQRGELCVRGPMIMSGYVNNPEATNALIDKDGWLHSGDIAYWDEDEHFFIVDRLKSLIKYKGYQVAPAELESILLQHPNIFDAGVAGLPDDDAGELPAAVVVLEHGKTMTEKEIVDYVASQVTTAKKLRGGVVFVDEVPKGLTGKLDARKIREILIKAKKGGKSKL
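Luminescence read by CCD imager after adding enzyme (10nM final) to wells holding compound, titrated in qHTS. Substrates 10uM each D-luciferin and ATP; buffer 50mM Tris acetate pH 7.5, 10mM Mg acetate, Tween-20, BSA.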
HEK cytotox: HEK 293 cell cytotoxicity; HEK 293 viability, ATP luminescence (CellTiter-Glo), 48-72 h; Potency, µM (series often up to 115 µM), inactives show at the top dose activity change, negative = cytotoxicity, usual class: inhibitors; 94,000 compounds, 6.6% hits; AID 1345083; also: potency is read from the fitted curve at half-maximal effect; nearly all actives have a fitted effect of over 60% in size
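Luminescence from cellular ATP, measured with CellTiter-Glo, indicates HEK 293 viability. Cells plated at 250 cells/well are treated with compound for 48 or 72 hr at 37 degree Celsius before reagent addition.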
SNCA expr inh: reduces expression of the alpha-synuclein gene | HEK-293 SNCA-luciferase knock-in, luminescence, 24 h | 140,000 compounds, 0.17% hits | Potency, µM (highest dose often 57.2 µM), for inactives: at the top dose activity change, negative = inhibition, usual class: inhibitors;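 also: potency is read from the fitted curve at half-maximal effect; plate controls were DMSO cells for no effect and cell-free wells for full effect; nearly all actives have a fitted effect of over 45% in size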
IP6K1 inhibitor: inhibitors of human IP6K1; Q92551; 140,000 compounds, 0.81% hits; IP6K1 kinase, ADP-Glo luminescence, 2 h; stronger effect = lower value; activity change, % (series mostly up to about 58 µM); AID 1645851; in the data active = activity change below about -25%
Target sequence (Q92551 whole entry, looked up): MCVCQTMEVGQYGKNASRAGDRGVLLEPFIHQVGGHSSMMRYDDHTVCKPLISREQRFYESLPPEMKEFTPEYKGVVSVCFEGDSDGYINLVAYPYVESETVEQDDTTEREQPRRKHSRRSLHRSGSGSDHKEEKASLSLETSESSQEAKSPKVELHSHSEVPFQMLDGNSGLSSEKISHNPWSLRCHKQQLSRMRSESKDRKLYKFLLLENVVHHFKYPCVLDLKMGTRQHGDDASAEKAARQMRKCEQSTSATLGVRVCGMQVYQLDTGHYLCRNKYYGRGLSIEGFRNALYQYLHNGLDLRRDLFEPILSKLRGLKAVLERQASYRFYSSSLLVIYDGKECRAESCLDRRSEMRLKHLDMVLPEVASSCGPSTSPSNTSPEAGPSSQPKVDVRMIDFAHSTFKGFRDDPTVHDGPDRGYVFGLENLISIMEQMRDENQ
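ADP-Glo luminescence measures ADP made by human IP6K1 during a 2 h RT reaction with ATP/IP6 (mix at 1.3 mM/130 uM); top library doses 57.5 and 19.1 uM final.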
GPT2 inh: blocks human glutamate pyruvate transaminase 2; Q8TD30; Recombinant GPT2, coupled pyruvate oxidase/HRP Amplex Red fluorescence; Potency, µM (highest dose often 57.7 µM), for the others: at the highest dose activity change, negative = inhibition, hits mostly inhibitors; 100,000 compounds, 0.25% hits; also: potency is read from the fitted curve at half-maximal effect; nearly all actives have a fitted effect of over 60% in size; many of its hits are not listed in these tables
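Inhibition is scored from Amplex Red fluorescence generated when pyruvate oxidase and HRP act on pyruvate released by GPT2. Reactions contain 10ng/uL enzyme, 250uM a-KG and 2mM L-alanine and run 30 min at room temperature.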
Numbers without * were called inactive; i = inactive; ? = inconclusive; . = not tested or not shown; & = joins results of further samples; [ ] = remark or other dose. Unless noted, calls follow the shape of the dose curve; as a rule, active = well fitted curve in the direction sought with a large enough effect; inconclusive = small, poorly fitted or top-dose-only effect, or another doubt; inactive = no such curve, though single readings can be large; an effect the other way counts as inactive or inconclusive. Unless noted, % is scaled to controls: 0 for no effect and ±100 for the full control effect.

1: O=c1[nH]c(C2CCCN(Cc3ccccn3)C2)nn1-c1ccccc1 (configuration not stated)
2: O=C(NCc1cccs1)C1CCN(c2nccc(Nc3ccccc3F)n2)CC1
3: CCOc1c(CC2C(=O)Nc3ccc(Br)cc32)cccc1OC (configuration not stated)
4: CC(=O)N1CCCC(C(=O)N2CCC(c3nc4ncccc4[nH]3)C2)C1 (configuration not stated)
5: CCc1ccc(/C=C(/C#N)c2nc(-c3ccc(C)cc3)cs2)cc1
6: COc1ccc(C(=O)N2CCC(c3c[nH]c4ccccc34)(c3c[nH]c4ccccc34)CC2)cc1
entry no.,1,2,3,4,5,6
HEK293 viab,-29%[87.6 µM],-6%,5%,-4%,4%,-6%
NIH3T3 tox,?,?,.,i,.,.
Luciferase inh,-5%[172 µM],.,.,.,.,.
HEK cytotox,?,?,.,2%,.,.
SNCA expr inh,?,43%[activator],1%,18%,-14%,-9%
IP6K1 inhibitor,30,-1,-13,5,-8,-20
GPT2 inh,i,0%,.,i,.,.

Nos. 1 to 5, quoted:
1: O=c1[nH]c(C2CCCN(Cc3ccccn3)C2)nn1-c1ccccc1 (configuration not stated)
2: O=C(NCc1cccs1)C1CCN(c2nccc(Nc3ccccc3F)n2)CC1
3: CCOc1c(CC2C(=O)Nc3ccc(Br)cc32)cccc1OC (configuration not stated)
4: CC(=O)N1CCCC(C(=O)N2CCC(c3nc4ncccc4[nH]3)C2)C1 (configuration not stated)
5: CCc1ccc(/C=C(/C#N)c2nc(-c3ccc(C)cc3)cs2)cc1
entry no.,1,2,3,4,5
HEK293 viab,-29%[87.6 µM],-6%,5%,-4%,4%
NIH3T3 tox,?,?,.,i,.
Luciferase inh,-5%[172 µM],.,.,.,.
HEK cytotox,?,?,.,2%,.
SNCA expr inh,?,43%[activator],1%,18%,-14%
IP6K1 inhibitor,30,-1,-13,5,-8
GPT2 inh,i,0%,.,i,.

(listing goes on)
7: O=C(Nc1ccccc1)N1CCN(c2ccc(Cl)nn2)C(=O)C1
8: CC1(c2ccccc2)N(Cc2ccccc2F)C(=O)OC12CCN(C(=O)c1cccc(C#N)c1)CC2 (configuration not stated)
9: CCOc1ccccc1C(=O)N1CCC2(CC1)CC(O)CCO2 (configuration not stated)
10: COc1cc(OC)c(NC(=O)Cn2c(=O)cc(C)c3c(C)nn(-c4ccc(C)cc4)c32)cc1Cl
11: CC1(C)CC[C@]2(C(=O)O)CC[C@]3(C)C(=CCC4[C@@]5(C)CC[C@H](O[C@@H]6O[C@H](C(=O)O)[C@@H](O[C@@H]7OC[C@@H](O)[C@H](O)[C@H]7O)[C@H](O)[C@H]6O)C(C)(C)C5CC[C@]43C)C2C1O (some centres not stated)
12: CNCCN1C(=O)CC[C@H]2CN(C(=O)c3cnc4c(c3)CCCC4)CC[C@H]21
entry no.,7,8,9,10,11,12
HEK293 viab,0%,-7%,12%,9%,-16%[23.9 µM],4%
NIH3T3 tox,i,7.1µM*,-1%,.,.,i
Luciferase inh,.,-7%,-12%,.,.,-2%
HEK cytotox,i,-13%,?,.,.,-5%
SNCA expr inh,20%,2%,-9%,-16%,.,4%
IP6K1 inhibitor,17,-10,3,6,-1,-6
GPT2 inh,i,-13%,0%,.,i,-11%[11.5 µM]

13: Cc1ccc(-c2nccn3cc(C(=O)N4CCN(CC(C)C)CC4)nc23)cc1
14: Cc1ccc(CN2CCCC(c3nc(-c4cccnc4)no3)CCNC(=O)CC2)o1 (configuration not stated)
15: Cn1cnc(S(=O)(=O)N2CC(c3nc(CCOCC4CC4)no3)C2)c1
16: CCOc1ccc(OCC)c(NC(=O)C2CCN(c3nnc(-n4cccc4)s3)CC2)c1
17: COc1ccccc1-c1cc(C(=O)NCCc2ccc(Cl)cc2)c2cnn(C)c2n1
18: CCCCNC(=O)[C@@H]1CCCC[C@@H]1C(=O)N1CC(n2nc(C)cc2C)C1
entry no.,13,14,15,16,17,18
HEK293 viab,0%,-11%,1%,8%,-7%&1%,-22%
NIH3T3 tox,-16%,?,i,.,?,-22%
Luciferase inh,0%,-1%,.,.,.,-4%
HEK cytotox,-10%,?,i,.,?,-1%
SNCA expr inh,-10%,-11%,-3%,15%,8%&-21%,-3%
IP6K1 inhibitor,24,9,3,14,-10&-5,6
GPT2 inh,i,-1%,-1%,.,-25%&-18%,-11%

19: COc1ccc2c(c1)c1c(c(=O)n(-c3ccc(OC)c(OC)c3)c(=O)n1Cc1ccccc1F)n2C
20: CCOc1ccc(NC(=O)c2c(C)nn(-c3ccc(F)cc3)c2-n2cccc2)cc1
21: COc1ccc(C(=O)N[C@H]2CC[C@]3(C)CCC([C@H](C)C(=O)NCc4ccccc4)[C@H](O)[C@H]3[C@@H]2C)cc1 (some centres not stated)
22: COc1ccc(N2CC(NC(=O)/C=C\c3ccccc3)CC2=O)cc1OC (configuration not stated)
23: CCNC(=O)NCC(=O)N1CCCCCCNC(=O)CC1c1ccccc1 (configuration not stated)
24: CC(=O)N1c2ccc(S(=O)(=O)N3CCN(c4cc(Cl)ccc4C)CC3)cc2CC1C (configuration not stated)
entry no.,19,20,21,22,23,24
HEK293 viab,1%,-2%,-14%,1%,4%,6%
NIH3T3 tox,.,.,?,.,-5%,.
Luciferase inh,.,.,4%,.,-5%,.
HEK cytotox,.,.,?,.,-12%,.
SNCA expr inh,15%,27%,?,0%,12%,-1%
IP6K1 inhibitor,27,0,0,21,10,10
GPT2 inh,.,.,-3%,.,-14%,.

25: O=C(CCCc1ccccc1)N1CCN(C2CCN(CCc3ccccc3)C2=O)CC1 (configuration not stated)
26: Cc1c(Cl)cccc1NC(=O)CN1C(=O)NC2(CCOCC2)C1=O
27: C/C(=C\CCC(C)C1CC(O)C2(C)C3CCC4C(C)(C)C(OC5OCC(O)C(O)C5O)CCC45CC35CC(O)C12C)C(=O)O (configuration not stated)
28: COc1ccc(C2c3c(n(C)c4ccccc34)C(=O)N2CC(=O)Nc2ccccc2F)cc1 (configuration not stated)
29: CC(=O)Nc1ccc(S(=O)(=O)N[C@@H]2C=C[C@@H](c3c(C)nn(-c4ccc(C(C)(C)C)cc4)c3C)C2)cc1
30: Clc1cccc(-c2cnc([C@@H]3COCCN3Cc3ncc[nH]3)[nH]2)c1
entry no.,25,26,27,28,29,30
HEK293 viab,4%,3%,1%[23.9 µM],-10%,-3%,-3%[87.6 µM]
NIH3T3 tox,-14%,2%,.,.,?,-1%[138 µM]
Luciferase inh,?,-14%,.,.,45µM*,-17%[172 µM]
HEK cytotox,-11%,0%,.,.,45µM*,-10%[172 µM]
SNCA expr inh,131%[activator],5%,.,-25%,53%[activator],-29%[87.6 µM]
IP6K1 inhibitor,13,16,-7,40,9,14
GPT2 inh,i,0%,i,.,-5%,-9%[88.5 µM]

31: O=C(Nc1ccc2c(c1)OCCO2)N1CCC(Cc2nc(-c3cccnc3)n[nH]2)C1 (configuration not stated)
32: CCc1cccc(CC)c1NC(=O)CCS(=O)(=O)c1ccc(Br)s1
33: O=C(Nc1cccc(Cl)c1)c1ccc(F)c(S(=O)(=O)N2CCC3(CC2)OCCO3)c1
34: COc1ccc([C@H]2C[C@@H](O)[C@@H](O)[C@@H]2NC(=O)c2c(-c3ccccc3)noc2C)cc1
35: CCOC(=O)C1CCN(C(=O)c2ccc3c(c2)sc2nc(-c4ccc(OCC)cc4)cn23)CC1
36: O=C(N[C@H]1CCN2C(=O)c3cc(-c4ccccc4)ccc3NC(=O)[C@H]12)C1CCCC1
entry no.,31,32,33,34,35,36
HEK293 viab,-17%,-4%,5%,1%[87.6 µM],1%,1%[87.6 µM]
NIH3T3 tox,-2%,.,.,?,.,?
Luciferase inh,-20%,.,.,7%[172 µM],.,?
HEK cytotox,-25%,.,.,-15%[172 µM],.,?
SNCA expr inh,-8%,-8%,31%[activator],4%[87.6 µM],50%,13%[87.6 µM]
IP6K1 inhibitor,6,-4,11,4,15,-6
GPT2 inh,i,.,.,-15%[88.5 µM],.,i

37: CNC(=O)N1CCC2(CC1)CC(N(Cc1ccc(F)cc1)C1CC1)CCO2 (configuration not stated)
38: CN(C)C[C@@H]1CN(S(C)(=O)=O)C[C@H]1NC(=O)c1nccc2ccccc12
39: Cn1ncc2c(C(=O)NCc3ccc(Cl)cc3)cc(-c3ccsc3)nc21
40: CCOc1cc(=O)n2c(c1C(=O)Nc1ccc(C(C)C)cc1)CCCC2
41: C[C@@H]1O[C@@H](O[C@H]2CC[C@@]3(C)C(CC[C@]4(C)C3CC=C3[C@@H]5CC(C)(C)CC[C@]5(C(=O)O[C@@H]5O[C@H](CO)[C@@H](O)[C@H](O)[C@H]5O)CC[C@]34C)[C@]2(C)CO)[C@H](O)[C@H](O[C@@H]2O[C@H](CO)[C@@H](O)[C@H](O)[C@H]2O)[C@H]1O (some centres not stated)
42: O=C([C@H]1CCCN1C(=O)c1cccc(Cl)c1)N1CCCC(c2nc3ccncc3[nH]2)C1 (some centres not stated)
entry no.,37,38,39,40,41,42
HEK293 viab,-4%,-10%,-15%,-7%,-25%[12.5 µM],-2%
NIH3T3 tox,-7%,-5%,32µM*,4%,.,-9%
Luciferase inh,-2%,-1%,.,-2%,.,.
HEK cytotox,-20%,-2%,35µM*,-5%,.,-5%
SNCA expr inh,-20%,2%,-23%,19%,.,-11%
IP6K1 inhibitor,1,9,-5,1,-11,4
GPT2 inh,3%,i,-6%,-4%,i,i

43: C=CCOc1cccc(C(=O)N2CCC(Cc3ccc(OC)cc3)(C(=O)OCC)CC2)c1
44: COc1cccc(CNC(=O)c2c(C)nn(-c3cccc(C)c3)c2-n2cccc2)c1
45: COc1ccccc1CNC(=O)c1nn(-c2ccc(C)cc2)c(=O)c2c1c1ccccc1n2C
46: OCC1(CC2CC2)CCCN(c2nccc(C(F)(F)F)n2)C1 (configuration not stated)
47: CCn1cc(-c2ccc(Cl)cc2)cc1C(=O)N1CCCN(C)CC1
48: COc1ccc(C(C)NC(=O)COc2ccc(NC(C)=O)cn2)cc1 (configuration not stated)
entry no.,43,44,45,46,47,48
HEK293 viab,-8%,-3%,-7%,5%,4%,3%
NIH3T3 tox,?,.,.,?,18µM*,i
Luciferase inh,-18%,.,.,1%,10%,-9%
HEK cytotox,?,.,.,?,25µM*,-4%
SNCA expr inh,2%,-2%,6%,-20%,11%,-19%
IP6K1 inhibitor,0,11,25,13,16,19
GPT2 inh,-18%,.,.,-6%,i,5%

This is a subset; the hit share may differ from the screen's.
